High-throughput results: PubChem BioAssay, several laboratories
bIAP inhibitor: blocks bovine intestinal alkaline phosphatase activity. 190,000 tested, under 10 active. inhibition, % at 20 µM. purified bovine IAP, CDP-star luminescence, 30 min. AID 1019;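 active = over 50% inhibition of intestinal alkaline phosphatase at 20 µM in the single-dose screen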
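Incubation: 30 min reaction at room temperature / Material: purified bovine intestinal alkaline phosphatase (IAP) enzyme / Input: enzyme at 1/65,000,000 dilution / Dosing: 20 µM single dose / Signal: CDP-star luminescence signal / Reagent: CDP-star chemiluminescent phosphatase substrate, 30 µM final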
TNAP act hiacc: TNAP (human) activation, high acceptor; purified TNAP, CDP-star luminescence, 1 M DEA, 30 min; stronger effect = higher value; 0 = EDTA background, 1 = DMSO-only activity; 200,000 tested, under 10 active; AID 1136; activation factor at 20 µM; P05186;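 active = activation factor at least 2 at 20 µM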
Target sequence (P05186 whole entry, looked up): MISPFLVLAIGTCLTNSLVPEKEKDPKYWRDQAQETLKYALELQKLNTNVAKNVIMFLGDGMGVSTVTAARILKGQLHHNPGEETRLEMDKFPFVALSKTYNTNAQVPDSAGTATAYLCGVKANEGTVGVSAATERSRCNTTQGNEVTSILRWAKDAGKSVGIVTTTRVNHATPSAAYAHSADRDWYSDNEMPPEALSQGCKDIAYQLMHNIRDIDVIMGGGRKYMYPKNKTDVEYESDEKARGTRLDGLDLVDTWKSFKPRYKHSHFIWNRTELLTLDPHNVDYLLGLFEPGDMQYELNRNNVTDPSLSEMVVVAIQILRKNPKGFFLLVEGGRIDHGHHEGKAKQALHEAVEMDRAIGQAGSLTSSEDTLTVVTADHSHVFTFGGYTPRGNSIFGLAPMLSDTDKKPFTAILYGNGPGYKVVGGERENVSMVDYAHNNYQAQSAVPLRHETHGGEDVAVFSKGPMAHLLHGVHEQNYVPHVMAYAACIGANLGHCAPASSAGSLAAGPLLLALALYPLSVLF
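system = human TNAP | amount = enzyme diluted 1/800 final | reagent = 100 µM CDP-star substrate | signal = luminescent substrate turnover signal | dosing = one dose, 20 µM | benchmarks = EDTA negative control, DMSO positive control | measure = activation factor | timing = 30 min reaction, room temperature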
PPARg SRC2 recr: PPARgamma-driven SRC-2 recruitment agonism | PPARgamma LBD-SRC-2 recruitment, biochemical | P37231 | activation, % at 8 µM | 200,000 tested, 0.34% active; in the data active = activation above about 22%;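 note: 0% = vehicle and 100% = reference agonist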
PPARg SRC-3 ag: PPARgamma-driven SRC-3 recruitment agonism | P37231 | biochemical PPARgamma/SRC-3 coactivator recruitment assay | 200,000 tested, 0.26% active | activation, % at 8 µM; in the data active = activation above about 23%;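 note: 0% = DMSO and 100% = reference agonist; some compounds past the cut are filed as inactive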
PPARg SRC-1 ag: promotes SRC-1 coactivator recruitment by human PPARgamma | P37231 | PPARgamma-SRC-1 coactivator recruitment biochemical assay | activation, % at 8 µM | 200,000 tested, 0.41% active; in the data active = activation above about 19%;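 note: 0% = DMSO and 100% = reference agonist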
STAT3 activator: STAT3 signaling activation | U3A cells, IL-6 STAT3-luciferase reporter, luminescence; 100% = signal with IL-6 EC80 alone | activation (% of control), % at 5.6 µM | 190,000 tested, 0.91% active | AID 871;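 active = activation above the screen-wide mean of compound activation plus 3 SD, cut at about 130% in these data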;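 note: 0% = background luminescence of wells with medium and substrate only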
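Material: STAT3-luciferase reporter U3A cells. Controls: IL-6-treated wells, 100% activation. Read-out: % activation versus median of IL-6-stimulated wells. Probe or stimulus: IL-6 stimulus at 33 ng/mL final. Timing: compound 1 h, then IL-6 6 h at 37 °C. Signal: reporter luminescence signal.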
bIAP act: intestinal alkaline phosphatase (bovine) activation; purified bovine IAP, CDP-star luminescence, 30 min; stronger effect = higher value; fold of DMSO-control signal, blank-subtracted; activation factor at 20 µM; 200,000 tested, 0.17% active; AID 1016;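 active = activation factor of 2 or more at 20 µM, a signal rise over negative controls twice the positive control's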
STAT3 blocker: reduces IL-6 driven STAT3 reporter signal; U3A cells, IL-6 STAT3-luciferase reporter, luminescence; host cell line lacks STAT1; inhibition, % at 5.5 µM; 190,000 tested, 0.89% active; AID 862;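 active = inhibition above the mean inhibition across all screened compounds plus 3 SD, cut at about 44% in these data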;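 note: 0% = DMSO only wells and 100% = 100 µM nifuroxazide control wells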
SRC2 TRFRET art: TR-FRET artefact, counter-screen to PPARgamma/SRC-2 agonist assay; 200,000 tested, 0.4% active; stronger effect = higher value; TR-FRET ratio at 8 µM; AID 1049; in the data active = TR-FRET ratio above about 2000; note: inactives centre near 1500
ROMK primary: modulates human ROMK potassium channel activity; P48048; Tet-inducible ROMK, thallium flux fluorescence; actives lie on both sides; B-score at 10 µM; 130,000 tested, 2% active; AID 1918;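 active = signal ratio slope over the read window, or its plate-corrected B-score, at least 3 SD from the plate mean, either direction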;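 note: B-score of the F/F0 ratio slope over 7 to 12 s after thallium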
Target sequence (P48048 whole entry, looked up): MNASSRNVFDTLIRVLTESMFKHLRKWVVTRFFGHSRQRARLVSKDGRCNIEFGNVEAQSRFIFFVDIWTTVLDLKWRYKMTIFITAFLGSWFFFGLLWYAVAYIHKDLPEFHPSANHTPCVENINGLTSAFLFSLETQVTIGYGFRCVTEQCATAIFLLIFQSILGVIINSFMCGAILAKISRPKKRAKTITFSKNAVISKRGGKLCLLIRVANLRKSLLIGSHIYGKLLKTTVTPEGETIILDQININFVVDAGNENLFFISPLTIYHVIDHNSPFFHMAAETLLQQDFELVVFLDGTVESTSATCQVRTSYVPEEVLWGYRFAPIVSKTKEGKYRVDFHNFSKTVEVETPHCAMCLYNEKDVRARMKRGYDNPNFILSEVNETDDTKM
STAT1 blocker: STAT1 signaling inhibition. NIH 3T3 STAT1-luciferase reporter, IFN-gamma, luminescence. inhibition, % at 5.5 µM. 200,000 tested, 0.35% active. AID 920;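 active = inhibition above a set limit, the mean inhibition across all tested compounds plus 3 SD, cut at about 34% in these data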;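 note: 0% = IFN-gamma with DMSO and 100% = IFN-gamma with 300 µM nifuroxazide; values of inactives mirror those of a sister screen read the other way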
An asterisk follows results filed as active; nt = not tested or not shown.

SMILES	bIAP inhibitor	TNAP act hiacc	PPARg SRC2 recr	PPARg SRC-3 ag	PPARg SRC-1 ag	STAT3 activator	bIAP act	STAT3 blocker	SRC2 TRFRET art	ROMK primary	STAT1 blocker
COc1cccc(OCC(=O)Nc2ccccc2NC(C)=O)c1	-4	1	2	6	-1	102	1	2	1402	nt	-1
O=C(NC12CC3CC(CC(C3)C1)C2)c1ccccc1	10	1	1	4	1	93	0.9	13	1664	0.9	-2
O=C(COc1ccc(Br)cc1)N/N=C1\SCC(=O)N1c1ccc(F)cc1	-1	1	6	-4	-10	99	1	5	1517	0.84	-3
COc1ccccc1NS(=O)(=O)c1cccc(N2CC(O)=C(c3ccccc3)C2=N)c1	-5	1	1	-1	5	104	1	-8	1483	1	0
Cc1nn(-c2ccccc2)c(N2CCCC2)c1/C=N/Nc1ccc(S(N)(=O)=O)cc1[N+](=O)[O-]	2	0.8	8	5	13	107	1	-2	1694	nt	14
CCC(C)NCCOc1ccccc1C (centres undefined)	0	1	-1	7	14	105	1	2	1595	-0.16	-6
Cc1c(C(=O)COC(C)(C)C)[nH]c2ccccc12	5	1	1	-2	-7	94	1	13	1454	nt	11
Cc1cccc(CCNC(=O)C2CCN(S(=O)(=O)c3cccc4nsnc34)CC2)c1	11	1.1	8	11	9	97	0.9	10	1653	-0.22	0
c1cc(-c2cccs2)nc(-c2cccs2)c1	-4	1	11	-3	14	87	1	16	1822	-0.055	2
Cc1sc2ncnc(SCC(=O)NC(C)C(C)C)c2c1C (centres undefined)	16	1	3	-3	0	89	0.8	17	1591	1.4	0
NCc1cccc(-n2cccn2)c1	9	1.1	0	-6	-2	110	0.9	-9	1365	0.25	-1
CC(C)C(=O)N1N=C(c2ccc(NS(C)(=O)=O)cc2)CC1c1cccs1 (centres undefined)	3	1.1	-6	0	6	103	1	-6	1621	1.1	2
COc1ccccc1CNC(=O)CCNC(=O)Cn1ccc2ccccc2c1=O	-3	1	-4	-4	5	98	1	8	1489	nt	-4
CCOc1ccc(NC(=O)Cn2nnc3c(cnn3-c3ccc(F)cc3)c2=O)cc1	1	1	7	4	6	94	1	12	1536	-0.53	-2
O=c1[nH]c2ccccc2c(O)c1O	1	1	3	0	1	91	1	16	1577	0.44	3
CC(C)C(NS(=O)(=O)c1cccs1)C(=O)Nc1nc(C(C)(C)C)cs1 (centres undefined)	-14	1	2	4	-1	93	1.1	12	1692	nt	11
CC(=O)Nc1nnc(-c2ccco2)o1	0	1	-1	1	-1	99	1	6	1678	0.46	0
CCN(CC)C(=O)CC(c1ccc(F)cc1)c1ccc(OC)cc1 (centres undefined)	0	1	3	-3	4	92	1	5	1617	nt	1
CSc1ncccc1C(=O)Nc1nc2c(C)cccc2s1	18	1	8	4	2	88	0.8	14	1504	0.09	-1
Cc1cccc(C(=O)Nc2ccccc2SCC(=O)Nc2ccc(C)c(Cl)c2)c1	-2	1	2	1	2	97	1	6	1619	nt	0
O=C(Nc1ncnc2sc3c(c12)CCCCC3)c1ccccc1	21	1	7	7	9	91	0.8	15	1639	0.24	2
CCOc1ccc(NC(=S)c2ccncc2)cc1	13	1	5	-3	8	88	0.9	15	1593	-0.62	8
CCC1(c2ccccc2)NC(=O)N(CC(=O)Nc2cccc(C#N)c2)C1=O (centres undefined)	8	1.1	-2	-5	14	106	0.9	-2	1798	-0.059	6
CCOC(=O)C1CCCN(C(=O)CSc2nccn2C)C1 (centres undefined)	0	1	-3	3	3	86	1	20	1608	0.17	4
O=C(CSc1nnc(-c2cccnc2)n1Cc1ccccc1)N1CCOCC1	-1	1.1	2	9	5	98	1	11	1605	-0.0011	7
Cn1c(SCC(=O)Nc2cccc(O)c2)nnc1-c1ccc(S(=O)(=O)N2CCOCC2)cc1	6	1	0	7	4	95	0.9	9	1627	-0.29	-6
CCc1ccc(NC(=O)COC(=O)c2ccc(Cl)c(S(=O)(=O)N3CCCCCC3)c2)cc1	-1	1	9	2	2	100	1	2	1636	-0.29	3
O=C(NCC(=O)N(Cc1cccs1)C(C(=O)NC1CCCCC1)c1ccco1)c1ccco1 (centres undefined)	6	1	-1	-4	-6	99	0.9	4	1467	nt	0
C=CCc1c(C)[nH]c2ccc(C)cc2c1=O	2	1	5	5	9	100	1	5	1626	-0.51	2
CCCCn1c(=O)c(CCC(=O)OCC(=O)Nc2cc(Cl)ccc2OC)nc2ccccc21	-10	1	-2	4	5	108	1.1	-5	1687	0.35	-4
COc1ccc(OCC(=O)Nc2ccccc2OC)cc1	9	1.1	1	0	1	86	0.9	23	1568	nt	12
COC(=O)NCN1C(=O)C2C3C=CC(C3)C2C1=O (centres undefined)	-6	1.1	6	-4	7	88	1.1	21	1576	0.39	0
CC(=O)OCCN1C(=O)c2cccnc2C1=O	10	1	-2	-4	-2	105	0.9	-3	1480	nt	-3
CC(C)C(NS(=O)(=O)c1ccc2c(c1)oc(=O)n2C)C(=O)N1CCN(C2CCCCC2)CC1 (centres undefined)	-12	1.1	-10	-2	-3	95	1.1	14	1541	nt	1
CCOC(=O)N/N=C\c1ccc(C)s1	27	1.1	-4	2	-3	104	0.7	-4	1548	1.4	-4
CN1CCN(NC(=O)C23CC4CC(CC(C4)C2)C3)CC1	8	1	-2	1	-5	99	0.9	4	1628	0.32	-3
COc1cccc(NC(=S)N/N=C2/CCCCc3ccccc32)c1	nt	1	6	5	1	112	0.3	-14	1558	nt	-18
CN(C(=O)c1ccc(=O)[nH]c1)C1(C(=O)NC2CCCCC2)CCCCC1	8	1	-5	11	7	102	0.9	1	1579	0.022	-3
CCCCn1c(-c2csc3c2CCC(C)C3)n[nH]c1=S (centres undefined)	-15	1	-5	3	-6	99	1.2	6	1578	nt	0
COc1cc(/C=C/C(=O)NC(C)C)ccc1OCc1ccccc1	38	1	1	2	0	102	0.6	1	1567	nt	-2
NC(=O)c1sc2nc(-c3ccco3)ccc2c1N	6	1	18	30*	18	81	0.9	26	1756	nt	-33
CN(C(=O)CSCC(=O)O)C1CCCCC1	22	1	9	1	1	94	0.8	8	1396	nt	-5
CCN1C(C(=O)c2ccccc2)=C(Nc2ccccc2C)c2ccccc2S1(=O)=O	0	0.9	-1	3	-6	102	1	-3	1659	nt	0
O=C(CCN1CCN(c2ccccc2)CC1)Nc1cccc(Br)c1	-3	1	3	-1	1	91	1	13	1450	-1.3	13
CCOn1c(=O)c(-c2ccc(OC)cc2)[n+]([O-])c2ccccc21	2	1.1	-2	-4	9	94	1	9	1352	-0.79	-4
COc1cccc(Nc2nc(NCCO)c3ccccc3n2)c1	21	1.1	6	18	4	78	0.8	25	1755	-0.68	18
O=C(CCc1ccccc1)Nc1nnc(-c2ccc3c(c2)CCCC3)o1	13	1	4	-1	13	100	0.9	4	1510	nt	-20
CCN(CC)S(=O)(=O)c1ccc(C(=O)Oc2coc(CSc3nc(C)cc(C)n3)cc2=O)cc1	35	1.1	5	2	1	96	0.7	2	1646	-0.55	4
COc1ccc2cc(C3C(C#N)=C(N)OC(C)=C3C(C)=O)c(Cl)nc2c1 (centres undefined)	-9	1	6	2	8	103	1.1	2	1745	0.21	4
CCOC(=O)N1CCN(CCC(=O)Nc2ccc(OC)cc2OC)CC1	nt	1	-2	-1	-4	93	0.4	9	1492	nt	4
O=C(Nc1ccccc1)c1cccc(N2C(=O)CCC2=O)c1	10	1	3	5	6	94	0.9	10	1602	0.58	8
Cc1ccn2cc(CCNS(=O)(=O)c3ccc4c(c3)CCCC4)nc2c1	9	1	-2	4	2	108	0.9	-9	1731	-2.1	-5
CCOC(=O)CN(C(=O)CN1CCC(n2nnc3cc(C)ccc32)CC1)c1ccccc1	-7	1	13	-2	3	104	1.1	-5	1578	-1.3	0
Cc1ccc(-c2c(C(=O)NCc3ccccc3)oc(=O)c3ccccc23)cc1	22	1	-3	0	-3	105	0.8	-1	1603	-1.4	9
O=C1c2cccnc2-c2ncccc21	-1	1	-1	10	5	95	1	9	1633	nt	9
CCOc1ncccc1C(=O)N(C)CC(=O)Nc1ccc(C)cc1	38	1	6	-3	4	101	0.6	-4	1569	-0.041	8
CC(C(=O)Nc1ccc2c(c1)OCO2)c1ccc([N+](=O)[O-])cc1 (centres undefined)	-2	1	-3	4	4	96	1	8	1524	-1.2	9
Cc1cccc(NC(=O)Nc2ccc3c(c2)OCO3)n1	13	1	0	2	-4	106	0.9	5	1333	0.24	-76
CC(C)CCn1nnnc1C(C(C)C)N1CCC(C(N)=O)CC1 (centres undefined)	18	1	-1	0	-4	103	0.8	-3	1378	nt	-2
COc1ccc2c(c1)-c1nc(N)sc1CC2	14	1	8	0	3	87	0.9	20	1649	0.74	-5

One compound at a time, from the list above. Order of screens: bIAP inhibitor	TNAP act hiacc	PPARg SRC2 recr	PPARg SRC-3 ag	PPARg SRC-1 ag	STAT3 activator	bIAP act	STAT3 blocker	SRC2 TRFRET art	ROMK primary	STAT1 blocker
CCOC(=O)N1CCN(CCC(=O)Nc2ccc(OC)cc2OC)CC1 as listed: nt	1	-2	-1	-4	93	0.4	9	1492	nt	4
CC(C(=O)Nc1ccc2c(c1)OCO2)c1ccc([N+](=O)[O-])cc1 (centres undefined) as listed: -2	1	-3	4	4	96	1	8	1524	-1.2	9
CCOc1ncccc1C(=O)N(C)CC(=O)Nc1ccc(C)cc1 as listed: 38	1	6	-3	4	101	0.6	-4	1569	-0.041	8
COc1ccc2cc(C3C(C#N)=C(N)OC(C)=C3C(C)=O)c(Cl)nc2c1 (centres undefined) as listed: -9	1	6	2	8	103	1.1	2	1745	0.21	4
Cc1ccn2cc(CCNS(=O)(=O)c3ccc4c(c3)CCCC4)nc2c1 as listed: 9	1	-2	4	2	108	0.9	-9	1731	-2.1	-5

More records.
SMILES	bIAP inhibitor	TNAP act hiacc	PPARg SRC2 recr	PPARg SRC-3 ag	PPARg SRC-1 ag	STAT3 activator	bIAP act	STAT3 blocker	SRC2 TRFRET art	ROMK primary	STAT1 blocker
Fc1ccc(CSc2nnc3ccc(-c4ccncc4)nn23)cc1	-14	1	1	4	-7	94	1.1	11	1606	-0.31	4
O=C1CC(N2CCOCC2)C(=O)N1CCN1C(=O)CC(N2CCOCC2)C1=O (centres undefined)	2	1	7	-4	4	104	1	0	1649	nt	0
Cc1ccc(S(=O)(=O)n2nc(OC(=O)c3ccco3)cc2N)cc1	nt	nt	9	0	-3	103	nt	2	1467	nt	-7
Cc1cccc(NC(=S)N2CCC(C(=O)c3ccc(F)cc3)CC2)c1C	13	0.9	3	-2	-2	113	0.9	-10	1744	nt	3
O=C(NCCOC(=O)c1ccc(Cl)cc1)c1cccnc1	13	1	6	-1	-1	99	0.9	2	1559	0.72	-10
CN(c1ccccc1)c1ccc(/C=N/NC(=O)CC#N)cc1	-2	1	2	-3	-3	105	1	-8	1501	-0.0079	-4
